From PubChem
TEAD-YAP inh: TEAD-YAP interaction inhibition; actives 1.4% (n = 640,000); HEK-TIYL cells, TEAD-Gal4/YAP UAS-luciferase luminescence; inhibition, % at 9.12 µM; in the data active = inhibition above about 32%;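 note: 0% = median of test compound wells and 100% = reference inhibitor wells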
MITF primary: human MITF inhibition, primary screen; O75030; AlphaScreen MITF homodimerization, bead proximity signal; inhibition, % at 2.6 µM; actives 0.91% (n = 650,000); AID 1259374; in the data active = inhibition above about 50%;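 note: 0% = vehicle wells with protein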
Target sequence (O75030 whole entry, looked up): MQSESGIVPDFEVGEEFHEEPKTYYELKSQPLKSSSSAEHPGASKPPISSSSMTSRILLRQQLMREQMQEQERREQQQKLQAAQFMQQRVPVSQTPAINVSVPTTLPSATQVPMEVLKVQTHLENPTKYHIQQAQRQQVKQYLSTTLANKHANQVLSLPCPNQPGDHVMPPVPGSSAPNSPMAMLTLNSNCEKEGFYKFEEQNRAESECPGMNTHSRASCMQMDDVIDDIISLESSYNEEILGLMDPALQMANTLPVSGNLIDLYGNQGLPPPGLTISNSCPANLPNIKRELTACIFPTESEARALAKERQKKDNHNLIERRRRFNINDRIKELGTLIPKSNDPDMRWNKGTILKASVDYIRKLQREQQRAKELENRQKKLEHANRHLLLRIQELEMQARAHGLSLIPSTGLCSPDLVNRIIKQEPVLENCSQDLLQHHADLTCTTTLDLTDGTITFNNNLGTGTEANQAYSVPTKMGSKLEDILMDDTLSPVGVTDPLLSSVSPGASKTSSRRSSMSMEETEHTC
GPR151 activ: activators of human GPR151; Q8TDV0; AID 1508602; activation, % at 11.2 µM; actives 1% (n = 650,000); PathHunter beta-arrestin GPR151 cells, luminescence; in the data active = activation above about 4.9%;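 note: 0% = median of compound wells and 100% = cells with positive control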
Target sequence (Q8TDV0 whole entry, looked up): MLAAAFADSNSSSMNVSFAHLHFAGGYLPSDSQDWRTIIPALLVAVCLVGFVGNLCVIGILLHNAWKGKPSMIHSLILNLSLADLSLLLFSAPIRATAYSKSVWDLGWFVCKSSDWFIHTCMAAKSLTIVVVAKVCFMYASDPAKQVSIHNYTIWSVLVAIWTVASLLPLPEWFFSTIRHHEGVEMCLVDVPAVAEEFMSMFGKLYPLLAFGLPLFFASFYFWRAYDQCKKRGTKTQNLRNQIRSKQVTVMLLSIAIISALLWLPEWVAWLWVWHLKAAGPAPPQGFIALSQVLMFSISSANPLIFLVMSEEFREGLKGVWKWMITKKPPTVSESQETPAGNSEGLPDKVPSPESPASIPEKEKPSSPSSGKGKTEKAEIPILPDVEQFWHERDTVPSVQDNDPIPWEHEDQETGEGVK
FBW7 activator: activators of human E3 ligase FBW7; Q969H0; normalized activity (activation), % at 26.1 µM; AID 1259310; AlphaScreen FBW7–phospho-cyclin E peptide binding, activator screen; actives 0.13% (n = 650,000); in the data active = normalized activity above about 1.9%;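 note: purified mutant Fbw7 with reduced substrate affinity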
The depositor's hits bear a star.

smiles,TEAD-YAP inh,FBW7 activator,MITF primary,GPR151 activ
Cn1cc(CN2CCC(n3nccc3NC(=O)CCCc3ccccc3)CC2)cn1,-16,-0.2,-7,-0.1
COc1ccc(C)cc1N(CC(=O)Nc1cccc(F)c1)S(C)(=O)=O,5,-0.1,1,1.0
CCOC(=O)c1sc(NC(=O)C(C)Sc2nnc(CNC(=O)c3cccc(OC)c3)n2-c2cccc(C)c2)c(C(=O)OCC)c1C (stereo not given),4,-0.1,-1,-0.2
Cc1ccc(/C=C2/SC(=O)N(CCC(=O)O)C2=O)cc1,20,0.1,3,1.5
Cc1cc(C)nc(/N=C(\N)Nc2c(C)n(C)n(-c3ccccc3)c2=O)n1,-8,0.1,20,3.2
Cc1csc(Cc2nc3ccccc3n2C)n1,-23,-0.1,-6,0.1
COc1ccc(N(C(=O)c2ccco2)C(C(=O)NC2CCCC2)c2cccnc2)cc1OC (stereo not given),2,0.0,1,-0.8
CCCc1ccc(OCc2ccc(C(=O)NN)o2)c(OC)c1,-36,0.4,6,2.2
COc1ccc(/C=C(/C#N)C(=O)Nc2ccc(O)cc2)cc1OC,-2,-0.1,14,0.2
O=C(OCc1ccc(Cl)cc1)c1cc([N+](=O)[O-])cc([N+](=O)[O-])c1,-2,0.0,14,-0.9
CCC(Sc1nc2ccccc2o1)C(=O)Nc1ccc(Cl)cn1 (stereo not given),-46,-0.2,2,-1.1
Cc1ccc(O)c(/C=N/NC(=O)CNC(=O)c2ccco2)c1,-1,-0.1,11,0.5
COCCNC(=O)Cn1cc2c(n1)CCCCC2,11,-0.1,3,0.3
O=[N+]([O-])c1ccc(OCCCCn2cncn2)cc1,6,-0.6,41,-0.9
CCCS(=O)(=O)N1N=C(c2ccc(C)cc2)CC1c1ccco1 (stereo not given),-3,0.0,12,-0.4
O=C(CCc1ccccc1)Nc1ccc([N+](=O)[O-])c2ccccc12,-7,0.0,17,0.3
COc1ccc(CNC(=O)c2c(C)nc3ccc(C)cn23)cc1OC,8,0.4,0,2.5
CCC(=O)Nc1ccc2oc(-c3cccc(C)c3)nc2c1,82*,-0.1,8,-6.5
CCCNc1nc(-c2csc3ccccc23)nc2nc[nH]c12,4,-0.1,1,-0.9
O=C(NC1CCCC1)c1ccccc1C(F)(F)F,0,-0.1,-9,1.4
NNC(=O)c1ccccc1Br,-8,-0.2,-1,-1.9
CCN1CCN(C(=O)CN(c2ccc(Br)cc2)S(C)(=O)=O)CC1,-1,0.1,11,0.6
CCCN(CCC)Cc1c(C(=O)N/N=C/c2ccc(OC)cc2)nnn1-c1nonc1N,6,0.1,6,-0.1
COc1ccc(NC(=O)c2ccc(Cl)s2)cc1OC,-14,0.1,13,0.5

Part of the list above, with each value named.
CCCNc1nc(-c2csc3ccccc23)nc2nc[nH]c12
- TEAD-YAP inh: 4
- FBW7 activator: -0.1
- MITF primary: 1
- GPR151 activ: -0.9

O=C(NC1CCCC1)c1ccccc1C(F)(F)F
- TEAD-YAP inh: 0
- FBW7 activator: -0.1
- MITF primary: -9
- GPR151 activ: 1.4

NNC(=O)c1ccccc1Br
- TEAD-YAP inh: -8
- FBW7 activator: -0.2
- MITF primary: -1
- GPR151 activ: -1.9

CCN1CCN(C(=O)CN(c2ccc(Br)cc2)S(C)(=O)=O)CC1
- TEAD-YAP inh: -1
- FBW7 activator: 0.1
- MITF primary: 11
- GPR151 activ: 0.6

Further records.
smiles,TEAD-YAP inh,FBW7 activator,MITF primary,GPR151 activ
COc1ccccc1C(=O)N(c1ccc(F)cc1)C1C=CS(=O)(=O)C1 (stereo not given),-10,-0.3,-1,-0.4
CC(C)C(=O)Nc1ccc(S(=O)(=O)N(Cc2cccs2)Cc2cccn2C)cc1,8,-0.4,10,-0.6
Cn1c(=O)c2c(nc(N3CCNCC3)n2Cc2ccccc2Cl)n(C)c1=O,7,0.0,-8,2.2
COc1ccccc1C(=O)NNC(=O)C(C)C,-18,-0.1,3,3.5
COc1ccc(CCNc2nc(Nc3ccc(N4CCOCC4)cc3)nc3c2ncn3C(C)C)cc1,17,0.2,26,0.1
COc1ccc(N=C2SC(C(=O)Nc3ccc(C(=O)O)cc3)CC(=O)N2Cc2ccc3c(c2)OCO3)cc1 (stereo not given),6,0.1,-14,-0.3
CCOC(=O)c1ccc(NC(=O)Nc2ccc(OC)c(OC)c2)cc1,-6,0.5,21,-0.7
COc1cccc(-n2nc(C(=O)Nc3cc(OC)c(OC)c(OC)c3)c3ccccc3c2=O)c1,-9,0.2,-9,0.3
CN(C)C(=O)CN1CCN(c2nc3nonc3nc2N2CCCCCC2)CC1,3,0.0,8,4.9*
CCn1cc(CNC(=O)c2ccc(Cl)cc2[N+](=O)[O-])cn1,-3,-0.1,1,-1.1
O=C(/C=C/c1ccco1)Nc1cccc(NC(=O)c2ccco2)c1,-1,-0.1,10,1.2
CCN(CC)c1ccc(Nc2nc(-c3sc(NC(C)=O)nc3C)cs2)cc1,18,-0.4,10,0.5
COc1ccc(CCn2nnnc2CN2CCN(c3ccc(F)cc3)CC2)cc1OC,-8,-0.1,-18,-0.9
O=S(=O)(c1ccc2c(c1)OCCO2)N1CCN(c2nnnn2-c2ccccc2)CC1,0,0.0,-1,0.4
CCn1nc(C(=O)N(CC2CCCO2)c2nc3ccc(C)cc3s2)cc1C (stereo not given),-19,0.0,10,2.2
CN(Cc1n[nH]c2c1CCCCC2)C(=O)CC1(c2ccccc2F)CC(=O)N(C)C1=O (stereo not given),-10,0.1,8,-0.9
CC(=O)NCCNC(=O)c1ccc(S(=O)(=O)C(F)F)cc1,12,0.2,0,-0.6
O=C1NN(c2ccc(F)c(Cl)c2)C(=O)/C1=C\c1ccccc1O,3,-0.2,-3,2.4
CCOC(=O)C1=C(CN2CCC(C(N)=O)CC2)NC(=O)NC1c1cccc(OC)c1OC (stereo not given),5,0.1,-7,-0.5
CCn1ccnc1[C@@H]1C[C@H]2CN(c3ccccc3OC)C(=O)[C@]23CCCN13,16,0.6,5,-1.6
O=c1oc2ccc(NS(=O)(=O)c3cc([N+](=O)[O-])ccc3Cl)cc2s1,8,-0.1,17,-1.7
CCN(CC)S(=O)(=O)c1ccc2[nH]c3nc(SCc4cccc(F)c4)nnc3c2c1,5,0.0,12,0.3
COc1cccc2cc(C(=O)/C=C/c3cccc([N+](=O)[O-])c3)c(=O)oc12,-4,-0.1,-13,0.0
O=C1N=C(N2CCOCC2)S/C1=C\c1ccccn1,-4,-0.2,7,-0.6
COc1ccc(C(=O)OCc2cc([N+](=O)[O-])cc3c2OCOC3)c(OC)c1OC,6,0.3,13,-2.2
CCC(=O)Nc1ccc(Cl)c(NC(=S)NC(C)=O)c1,2,-0.2,9,0.0
Cc1ccc2c(C)nc(N3CCC(C(=O)NC4CCCC4)CC3)nc2c1,-8,0.1,8,-1.5
COc1ccc(N=C2SCC(=O)N2C)cc1,0,-1.7,-3,-0.5
Cc1ccc(C2CC(C(F)(F)F)n3nc(C(=O)Nc4ccc5c(c4)CCC5)cc3N2)cc1 (stereo not given),-5,0.2,14,-0.5
CCOC(=O)C(Cc1ccccc1)C(=O)Nc1cccc(Br)c1 (stereo not given),-6,0.1,13,0.7
CC1(C)CC(C)(c2ccc(O)cc2O)N(c2cccc(Cl)c2)C(=S)N1 (stereo not given),-1,-0.2,2,-0.1
COC(=O)c1cc(-c2cccc([N+](=O)[O-])c2)c2c(=O)n(C)c(=O)n(C)c2n1,8,0.0,8,1.1
CCCc1nc(SCC(=O)Nc2cccc(NC(=O)CC)c2)c2ccccc2n1,-1,-0.1,1,-1.1
CC1CCCCN1C(=O)/C=C/c1ccc(Cl)cc1 (stereo not given),-54,0.1,6,-0.4
CC(C)CC(CCC(=O)N1CCOCC1)C(=O)O (stereo not given),6,0.0,1,-0.4
CCOC(=O)c1c(-c2ccccc2)oc2ccc(OCC(=O)c3ccc(Br)cc3)cc12,-3,0.2,13,-0.7
CN(C)S(=O)(=O)c1ccc2c(c1)c(=O)c(C(=O)N1CCCCC1)cn2C,-13,-0.1,-10,-0.2
COC(=O)c1ccc(CS(=O)(=O)c2ccc(C)cc2)cc1,-1,-0.2,6,-1.5
CC1CCc2c(sc(NC(=O)CN3C(=O)NC(Cc4ccccc4)C3=O)c2C#N)C1 (stereo not given),2,0.0,-4,0.6
Cc1ccc2c(c1)ncn2C1CCN(C(=O)C23CC4CC(CC(C4)C2)C3)CC1,8,-0.1,1,2.0
N#Cc1ccccc1OCC(=O)NNC(=O)c1cc(Br)ccc1Cl,-1,0.1,-1,1.1
Cc1ccc2c(c1)CCCN2C(=O)c1cc(C)on1,5,0.2,14,0.4
Cc1cc2cc(CN(Cc3ccccc3)C(=O)c3ccncc3)c3nnnn3c2cc1C,-7,0.0,18,-0.2
CCc1ccccc1Nc1cc(C(=O)NCCCOC)c2ccccc2n1,9,-0.4,0,-0.7
O=C1C2C(C(=O)N1/N=C/c1ccc(-c3cc([N+](=O)[O-])ccc3Cl)o1)C1C=CC2C12CC2 (stereo not given),-8,0.2,-16,0.4
Cc1ccc(CN2CCN(c3ccccn3)CC2)s1,-1,-0.4,22,0.6
COc1ccc(C2C(C#N)=C(N)Oc3n[nH]c(-c4ccc5c(c4)OCO5)c32)cc1OC (stereo not given),2,0.0,1,0.6
CN(C(=O)Cn1cnc2scc(-c3ccccc3)c2c1=O)C1CCCCC1,-1,-0.1,3,-0.8
CCC(/C=N/Nc1nc2ccccc2[nH]1)CC,-33,-0.6,-1,-0.1
C=CCn1c(=O)c(C(=O)Nc2ccccc2)c(O)c2ccccc21,-10,0.5,5,0.0
CCOC(=O)CNC(=O)N(Cc1ccccc1)Cc1ccccc1,-7,0.0,-8,5.3*
CCOC(=O)c1cc2c(=O)n3ccccc3nc2n(C)c1=NC(=O)c1ccc(F)c(F)c1,-5,0.1,-2,-0.6
CN(C)S(=O)(=O)c1ccc(NC(=O)CSc2nc(-c3ccccc3)cn2N)cc1,-14,-0.1,16,1.1
COc1ccc(N2CCN(C(=O)CCCOc3cc(=O)n(C)c4ccccc34)CC2)cc1,11,-0.3,-2,-1.9
Cc1cccc(Cn2c(C)c(CNC3CCC(C)CC3)c(C(=O)O)c2C)c1 (stereo not given),-3,-0.2,-6,-0.4
Cc1ccc(CNC(=O)CCCCCn2c(=O)c3sccc3n(CC(N)=O)c2=O)cc1,2,0.9,13,-0.9

More structures:
smiles,TEAD-YAP inh,FBW7 activator,MITF primary,GPR151 activ
COc1ccccc1NC(=O)c1cc(Cl)ccc1[N+](=O)[O-],-2,0.1,3,0.4
CCC(=O)Nc1c(CC)cccc1CC,5,-0.1,-6,-0.3
O=C1OC(c2cccc(Cl)c2Cl)=N/C1=C/c1cccc(Cl)c1,-22,0.1,5,-1.9
Cc1ncsc1CCC(=O)N1CCCC(CCC(=O)NCc2ccccc2F)C1 (stereo not given),-9,-0.1,-1,0.2
CCNC(=O)[C@H](CC(C)C)NC(=O)c1ccccc1Oc1nc(OC)cc(OC)n1,1,0.0,16,-1.9
CC(C)(C)NC(=O)c1ccc(-c2ccc(Cl)cc2)o1,-39,0.1,18,0.5
O=C(CCCCCn1c(=S)[nH]c2ccccc2c1=O)NCc1ccc2c(c1)OCO2,4,0.1,16,-1.5
COc1ccc(C)cc1S(=O)(=O)N1CCCC(C(=O)O)C1 (stereo not given),-6,0.1,-11,-0.8
COc1ccc(-c2ocnc2C(=O)NCCc2cccc(F)c2)cc1OC,6,0.1,12,2.7
CC(=O)c1cccc(NS(=O)(=O)c2cccc(S(=O)(=O)c3ccc(Br)cc3)c2)c1,0,0.0,16,-1.5
COc1ccc(CCNC(=O)c2cn(C)c(=O)c3c2c2ccccc2n3C)cc1OC,9,0.1,10,-0.6
Cc1ccccc1-c1nnc(SCC(=O)Nc2nccs2)n1C,5,0.4,21,-1.4
CC(C)(C)NC(=O)CCS(=O)(=O)c1cc2c(cc1Cl)NC(=O)CO2,-6,0.7,22,-1.1
